# High-throughput results: PubChem BioAssay, several laboratories
# V1aR counter = V1a receptor agonism, counter-screen for OXTR agonists; activation, % at 3 µM; AID 2797; P37288; actives 0.25% (n = 320,000); CHO-V1R cells, Fluo-8 calcium fluorescence, agonist mode; 0% DMSO, 100% 3 nM vasopressin;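 active = activation above the mean activation of all tested compounds plus 3 SD, per screening run, cut at about 20% in these data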;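 also: signal is peak over basal fluorescence ratio across a 100 second FLIPR read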
# Target sequence (P37288 whole entry, looked up): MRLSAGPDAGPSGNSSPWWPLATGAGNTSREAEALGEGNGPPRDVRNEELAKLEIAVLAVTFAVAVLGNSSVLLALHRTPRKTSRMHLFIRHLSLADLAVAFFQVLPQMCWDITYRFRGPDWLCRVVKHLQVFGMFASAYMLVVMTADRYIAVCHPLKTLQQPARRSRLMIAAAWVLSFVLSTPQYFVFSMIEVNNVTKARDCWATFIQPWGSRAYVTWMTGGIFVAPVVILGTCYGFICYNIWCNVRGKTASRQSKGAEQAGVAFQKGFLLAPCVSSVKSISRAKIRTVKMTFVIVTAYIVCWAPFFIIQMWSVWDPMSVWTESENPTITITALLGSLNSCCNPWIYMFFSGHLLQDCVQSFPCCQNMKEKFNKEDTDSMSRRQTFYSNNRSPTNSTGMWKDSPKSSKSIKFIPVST
# VIM-2 inhibitor = blocks Pseudomonas aeruginosa VIM-2 metallo-beta-lactamase; purified VIM-2, nitrocefin hydrolysis, epi-absorbance fluorescence; inhibition, % at 5.6 µM; actives 0.89% (n = 290,000); AID 1527;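 active = inhibition above the mean of all tested compounds plus 3 SD, cutoff set per screening run, cut at about 7.5% in these data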;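 also: red hydrolysis product quenches plate fluorescence so inhibitors raise well fluorescence; 0% = enzyme with DMSO and 100% = DMSO without enzyme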
# OXTR agonist = human OXTR agonism | activation, % at 3 µM | AID 2435 | CHO-OTR cells, Fluo-8 calcium fluorescence; normalized: DMSO 0%, oxytocin 100% | actives 0.32% (n = 320,000) | P30559;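 active = activation above the mean of all tested compounds plus 3 SD, cutoff set per screening run, cut at about 20% in these data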;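 also: peak over basal fluorescence ratio from a 100 s FLIPR kinetic read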
# Target sequence (P30559 whole entry, looked up): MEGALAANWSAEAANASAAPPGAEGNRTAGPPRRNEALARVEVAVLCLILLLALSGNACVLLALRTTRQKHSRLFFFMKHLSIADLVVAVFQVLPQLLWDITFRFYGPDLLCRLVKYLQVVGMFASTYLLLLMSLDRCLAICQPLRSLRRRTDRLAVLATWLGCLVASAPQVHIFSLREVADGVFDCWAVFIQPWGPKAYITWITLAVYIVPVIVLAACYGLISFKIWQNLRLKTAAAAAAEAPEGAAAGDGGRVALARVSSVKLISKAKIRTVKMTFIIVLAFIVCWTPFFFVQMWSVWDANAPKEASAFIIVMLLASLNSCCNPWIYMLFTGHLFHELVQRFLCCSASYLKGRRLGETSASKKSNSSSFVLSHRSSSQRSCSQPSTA
# GPR7 antagonist = blocks human GPR7 receptor signaling. P48145. GPR7-expressing cells, fluorescence antagonist assay. actives 1.1% (n = 290,000). inhibition, % at 4.4 µM; in the data active = inhibition above about 16%, passing the limit was not always enough;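 also: cells stimulated with the agonist NPW; 0% = agonist with vehicle and 100% = vehicle without agonist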
# PHOSPHO1 inh = blocks human PHOSPHO1 phosphatase activity; Q8TCT1; recombinant PHOSPHO1, absorbance phosphatase assay; inhibition, % at 13.3 µM; actives 1.1% (n = 290,000); in the data active = inhibition above about 60%
# Target sequence (Q8TCT1 whole entry, looked up): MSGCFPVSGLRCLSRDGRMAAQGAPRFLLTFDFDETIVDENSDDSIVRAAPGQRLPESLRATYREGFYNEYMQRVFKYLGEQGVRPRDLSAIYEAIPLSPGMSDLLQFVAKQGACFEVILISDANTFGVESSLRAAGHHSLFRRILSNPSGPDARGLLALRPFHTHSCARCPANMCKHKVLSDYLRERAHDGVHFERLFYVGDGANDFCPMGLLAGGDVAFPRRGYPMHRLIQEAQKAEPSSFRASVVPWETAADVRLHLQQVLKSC
# NS3 helicase inh = blocks Hepatitis C virus NS3 helicase unwinding | NS3 helicase DNA unwinding, Cy5 molecular beacon fluorescence | inhibition, % at 10.9 µM | actives 0.56% (n = 290,000);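 active = inhibition above the mean of all tested compounds plus 3 SD, set per campaign, cut at about 35% in these data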;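 also: 0% = DMSO wells and 100% = thioflavine S control wells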
#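 test system = hepatitis C virus NS3 helicase domain fragment enzyme | reagent = annealed dual-labelled DNA beacon duplex, ATP-started | times = 1 h at 25 °C | detection = Cy5 fluorescence, 0 and 60 min reads | read-out basis = percent inhibition from t60/t0 fluorescence ratio | control set = DMSO and thioflavine S | replication = one well per compound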
# IMP-1 inh = blocks Pseudomonas aeruginosa IMP-1 metallo-beta-lactamase. purified IMP-1, nitrocefin hydrolysis, epi-absorbance fluorescence. inhibition, % at 5.6 µM. actives 0.45% (n = 290,000). AID 1556;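 active = inhibition above the mean plus 3 SD of all compounds in the same screening run, cut at about 4.5% in these data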;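 also: 0% = IMP-1 with DMSO and 100% = DMSO wells lacking enzyme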
#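 Assay system: purified IMP-1; Quantity: IMP-1 0.2 nM before substrate addition; Medium: HEPES buffer pH 7.1 with ZnSO4 and Brij 35; Incubation: 15 min enzyme–compound preincubation, then 25 min nitrocefin reaction, 25 °C; Signal: fluorescence quenching readout, ex 480/em 530 nm; Controls: DMSO with and without IMP-1; Repeats: singlicate testing.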
# DNA FID counter = displaces DNA intercalator in HCV helicase counter-screen; DNA fluorescent intercalator displacement, fluorescence; inhibition, % at 7.9 µM; AID 1845; actives 0.17% (n = 290,000); in the data active = inhibition above about 37%;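 also: 0% = vehicle and 100% = reference compound; higher means more ethidium bromide displaced from hairpin DNA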
# GalR3 antag = blocks the human galanin receptor 3; O60755; HEK293 GalR3-CNG cAMP membrane potential fluorescence; galR3 body fused to GalR1 C-terminus; inhibition, % at 3 µM; actives 0.44% (n = 360,000); AID 651719;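 active = inhibition above the screen-wide average plus 3 SD, cut at about 13% in these data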;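 also: forskolin and galanin both at EC90 stimulate the cells; cAMP rise reported by CNG channel membrane potential dye signal; 0% = forskolin plus galanin with DMSO and 100% = forskolin alone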
# An asterisk follows results filed as active; · = not tested or not shown.
SMILES,V1aR counter,VIM-2 inhibitor,OXTR agonist,GPR7 antagonist,PHOSPHO1 inh,NS3 helicase inh,IMP-1 inh,DNA FID counter,GalR3 antag
O=C(NCc1ccco1)c1cc2ccc(O)cc2oc1=O,1.4,0.0,1.0,-2,-78,10,3.0,4,3
O=C(CCCc1c[nH]c2ccccc12)NCc1ccc2c(c1)OCO2,1.8,1.5,0.7,9,3,-14,-2.7,-6,0
COc1cccc(N2CCN(C(=O)c3ccc(CS(=O)Cc4ccc(Cl)cc4)o3)CC2)c1 (stereo unspecified),7.3,-3.6,4.0,1,-6,-9,-0.9,-61,0
COc1ccc(N(C(=O)Cn2nnc(-c3ccc(Cl)cc3)n2)C(C(=O)NCC2CCCO2)c2ccc(C)cc2)cc1 (stereo unspecified),0.0,-2.5,-0.2,10,-18,7,-0.8,3,-6
Cc1ccc(NC(=O)NCC(c2cccnc2)N2CCOCC2)cc1 (stereo unspecified),1.7,-2.6,1.6,-1,28,5,-3.7,-10,-2
Cc1ccc(-c2csc3ncn(CC#N)c(=O)c23)cc1,-0.7,2.9,-2.0,3,10,15,-0.4,5,-2
O=C(CNC(=O)c1cccc(Br)c1)N/N=C/c1cc(Br)cc(Br)c1O,0.5,-4.7,-0.4,-3,16,13,-6.4,-4,-3
Cc1ccc(NC(=O)COC(=O)/C=C/c2ccccc2)cc1S(=O)(=O)N1CCOCC1,1.0,1.8,1.7,-8,17,-25,0.9,-12,-5
Cc1c(/C=N\NC(=O)c2csc3ccccc23)cnn1C,1.2,-2.4,-0.7,3,36,10,-0.5,-2,4
COc1ccc(/C=C2\SC(=NCc3ccccc3)NC2=O)cc1,-2.1,-0.7,-3.3,-1,-29,-4,-1.6,-10,-10
CCc1c(C)sc(NC(=O)OC)c1C(=O)N1CCOCC1,-0.8,-2.3,-0.5,2,24,17,-1.4,-3,-6
O=C(N/N=C/c1ccccn1)c1cc([N+](=O)[O-])cc([N+](=O)[O-])c1,0.5,-3.5,-0.3,9,-8,-5,-3.3,-4,-6
COc1cc(NC(=O)COC(=O)CSc2ccc3ccccc3c2)c(C)cc1[N+](=O)[O-],1.3,-1.9,-1.8,-2,10,-1,-3.1,2,-1
CC(=O)c1cccc(NC(=O)C2CCCN(S(C)(=O)=O)C2)c1 (stereo unspecified),1.1,-5.6,0.8,-1,-14,4,-2.0,-2,-7
N#Cc1ccc(C23CC4CC(CC(C4)C2)C3)[nH]c1=O,-0.7,-2.5,-1.4,-2,-12,-5,-5.7,1,-3
C/C(=N\Nc1nccnc1Cl)c1ccc(F)cc1,-0.9,-6.6,-2.4,5,49,4,-2.9,13,-5
CC(=O)c1ccc(NC(=O)CSCCO)cc1,0.2,-3.0,0.6,-13,-21,8,-3.8,0,-5
CC(C)n1c(SCC(=O)Nc2nc3ccccc3s2)nc2c1c(=O)n(C)c(=O)n2C,0.0,-0.1,0.6,-10,·,5,-0.9,-4,1
CCCn1c(NCc2ccc3c(c2)OCO3)nc2ccccc21,4.9,0.1,1.4,2,3,-13,-2.1,4,-9
Cc1cccc(-c2noc(CCCC(=O)NCC3CCCO3)n2)c1 (stereo unspecified),5.7,-2.2,4.7,-6,6,-6,-3.0,-18,-8
COC(=O)C1CCN(C(=O)c2ccc(NC(C)=O)cc2)CC1,0.2,-2.0,0.6,-8,-8,-6,-2.7,-2,-6
C=CCSc1nnc(-c2nnc(SCC=C)n2CC)n1CC,0.7,1.2,-1.2,2,24,-9,-0.9,-6,-7
O=C(NC1CCSC1=O)c1ccc(Oc2cccc(C(F)(F)F)c2)nc1 (stereo unspecified),4.7,-2.2,4.2,7,14,6,-2.9,-5,5
O=C(CCN1c2ccccc2Sc2ccccc21)Nc1ccccc1,0.0,-2.2,-0.9,-5,-7,-17,-2.3,-8,0
O=C(NNS(=O)(=O)c1ccc(F)cc1)c1ccc2c(c1)OCO2,-0.6,-1.8,-0.3,-9,53,3,-5.1,-7,2
NC(=O)CC(NC(=O)c1ccccc1)c1ccc(NCCN2CCCCC2)c([N+](=O)[O-])c1 (stereo unspecified),-0.3,1.3,0.0,5,-13,4,-2.6,-2,-7
O=C(N/N=C/c1ccco1)c1cccc([N+](=O)[O-])c1,-0.5,-3.4,-0.2,-10,6,0,-3.1,-2,-3
CC1CCCCN1S(=O)(=O)c1ccc(C(=O)Nc2sccc2C(N)=O)cc1 (stereo unspecified),2.4,-4.0,1.2,-5,-22,-12,-2.2,-2,0
CCN1CCN(c2nc3ccccc3nc2C(C#N)C(=O)OCc2ccccc2)CC1 (stereo unspecified),-1.1,5.4,-0.4,-13,-2,-77,-3.7,10,-7
Cc1nc2cc(F)ccc2n1C1CCN(C(=O)c2ccc(F)cc2F)CC1,4.5,-6.6,2.2,-11,-10,12,-2.8,-10,-1
O=C(Nc1cccc2cccnc12)c1cccc(Cl)c1,-0.1,-2.6,-1.8,-7,19,0,-5.5,-10,-4
COc1c(Br)cc(Br)cc1/C=N/n1c(C)nnc1C,-0.7,-0.1,-2.2,27*,19,5,0.5,0,-6
COc1ccc(S(=O)(=O)N(CC(=O)NCC2CCCO2)c2ccc(F)cc2)cc1OC (stereo unspecified),1.4,-3.4,-0.8,3,22,-5,-1.6,-15,-4
CCOc1ccccc1NC(=O)NCCc1c[nH]c2ccccc12,1.8,-0.4,-0.5,17,-2,3,-0.7,-10,-10
COc1ccc2nc(N3CCCC(C(=O)NCCc4ccc(OC)c(OC)c4)C3)sc2c1 (stereo unspecified),-0.7,-4.8,-2.2,-7,43,-6,-2.5,-44,2
C=CCN(C(=O)CCC(=O)Nc1cc(C)on1)C(C(=O)NC1CCCC1)c1cccnc1 (stereo unspecified),1.5,-1.6,2.2,-10,-10,-3,-4.7,-21,0
Cc1cc(S(=O)(=O)Nc2cc(C)c(O)c(C)c2)c(C)s1,2.0,-2.0,1.0,6,16,-4,-2.4,-2,-8
CC(=O)NCC1=C(NC(C)=O)C2CC1C(C)(C)C2C (stereo unspecified),1.6,-3.1,-0.2,-9,-39,-1,-1.6,-5,·
CCOC(=O)Cc1csc(NC(=O)/C=C/c2ccc(Br)o2)n1,5.4,-3.2,3.6,-6,38,18,-3.5,-28,1
COc1ccc(C2CC(c3cc(OC)ccc3OC)n3nnnc3N2)cc1 (stereo unspecified),1.9,-3.0,1.7,5,0,-7,-2.0,-30,-1
COc1ccc(OC)c(S(=O)(=O)N2CCC(C(=O)NCCC3=CCCCC3)CC2)c1,0.9,-0.8,-0.4,-1,-1,-2,-3.2,-32,-3
O=C(Cc1ccccc1)N/N=C/c1cccn1-c1ccc([N+](=O)[O-])cc1,0.8,-0.1,0.2,8,-2,-1,-0.2,-6,-2
CCCOc1ccc(-c2c(C(=O)N/N=C(\C)c3ccncc3)nnn2-c2nonc2N)cc1,1.3,-0.3,-0.5,-5,17,-13,-0.9,-30,-8
CCOC(=O)C1(CCCc2ccccc2)CCN(C(=O)CN2C(=O)CSC2=O)CC1,2.4,-0.3,0.1,-13,11,7,-1.7,-23,-5
N#Cc1cc(C#N)c(SCC(=O)NCC2CCCO2)nc1N (stereo unspecified),0.4,-5.3,0.4,-5,30,5,-2.3,-3,-8

# 2 consecutive records out of the list so far, quoted:
SMILES,V1aR counter,VIM-2 inhibitor,OXTR agonist,GPR7 antagonist,PHOSPHO1 inh,NS3 helicase inh,IMP-1 inh,DNA FID counter,GalR3 antag
CCOC(=O)C1(CCCc2ccccc2)CCN(C(=O)CN2C(=O)CSC2=O)CC1,2.4,-0.3,0.1,-13,11,7,-1.7,-23,-5
N#Cc1cc(C#N)c(SCC(=O)NCC2CCCO2)nc1N (stereo unspecified),0.4,-5.3,0.4,-5,30,5,-2.3,-3,-8

# Next part:
SMILES,V1aR counter,VIM-2 inhibitor,OXTR agonist,GPR7 antagonist,PHOSPHO1 inh,NS3 helicase inh,IMP-1 inh,DNA FID counter,GalR3 antag
CCN1C(=O)C(CC(=O)Nc2c(C)cccc2C)Nc2cc(S(=O)(=O)N(C)C)ccc21 (stereo unspecified),-0.9,-3.5,-1.6,-1,21,15,-2.1,-21,3
COC(=O)c1cccc(NC(=O)c2ccc(S(=O)(=O)N3CCN(C)CC3)cc2)c1,1.8,1.4,2.7,-14,3,-14,-1.8,10,-5
O=C(NCc1cn2ccccc2n1)c1ccco1,1.0,-2.4,0.4,-9,-18,-1,-3.3,-2,·
COc1ccccc1/C=C/C=N/N1CCN(Cc2ccccc2)CC1,0.2,-1.1,-2.6,-4,-12,-2,-2.9,-7,0
COc1cc(/C=C(/C#N)c2nc3ccccc3[nH]2)ccc1OCc1ccc(C(=O)O)o1,1.7,-2.6,0.8,2,-6,21,0.7,-31,-4
COc1ccc(C(CNC(=O)c2oc3ccc(Br)cc3c2C)N2CCCCC2)cc1 (stereo unspecified),-0.8,-2.0,-1.0,-8,-1,-30,-4.1,-2,-2
Cc1ccn(-c2n[nH]c(C)c2[N+](=O)[O-])n1,0.2,-4.2,1.3,-14,50,-5,-5.3,1,-5
CCC1CCCCN1S(=O)(=O)c1ccc(S(=O)(=O)N(Cc2ccccn2)CC2CCCO2)cc1 (stereo unspecified),1.1,-2.1,1.5,6,-15,-3,-0.9,-35,-4
CC(C)(C(=O)c1ccccc1)/[N+]([O-])=C/c1ccccc1F,1.1,-0.9,-1.5,-3,·,1,-0.8,2,-7
COc1ccc(CCNC(=O)c2ccncc2)cc1OC,0.6,-3.4,0.0,16,40,4,-1.8,0,2
O=C(NC(=O)c1cccc(Cl)c1)OC[C@@H]1CCCN2CCCCC12 (stereo partly specified),-0.9,-0.1,-0.6,-14,-7,-5,-2.3,-1,2
CCc1nnc(NC(=O)C2COc3ccccc3O2)s1 (stereo unspecified),1.0,-4.3,-0.7,1,1,1,-0.5,-1,5
Cc1noc(C)c1COC(=O)COc1ccc(C#N)cc1,0.6,-0.5,0.1,8,16,9,-1.3,1,-6
Cc1ccc2c(c1)C(=C(C#N)C#N)C(=O)N2CCN1CCOCC1,-0.2,-1.5,0.0,2,-35,-4,0.0,-4,-6
CN1c2ccccc2N(C)C1(C)c1cccc2ccccc12,0.1,-0.5,0.8,-9,12,8,-1.5,-1,3
Cn1c(=O)c([N+](=O)[O-])c(NCc2ccccc2Cl)c2ccccc21,1.7,3.8,-1.8,3,33,13,-0.5,-10,1
O=C(Nc1ccc(S(=O)(=O)C(F)F)cc1)c1cccc(S(=O)(=O)N2CCOCC2)c1,15,-4.8,12,8,0,-7,-2.6,-5,0

# Molecules above with bromine (4):
SMILES,V1aR counter,VIM-2 inhibitor,OXTR agonist,GPR7 antagonist,PHOSPHO1 inh,NS3 helicase inh,IMP-1 inh,DNA FID counter,GalR3 antag
O=C(CNC(=O)c1cccc(Br)c1)N/N=C/c1cc(Br)cc(Br)c1O,0.5,-4.7,-0.4,-3,16,13,-6.4,-4,-3
COc1c(Br)cc(Br)cc1/C=N/n1c(C)nnc1C,-0.7,-0.1,-2.2,27*,19,5,0.5,0,-6
CCOC(=O)Cc1csc(NC(=O)/C=C/c2ccc(Br)o2)n1,5.4,-3.2,3.6,-6,38,18,-3.5,-28,1
COc1ccc(C(CNC(=O)c2oc3ccc(Br)cc3c2C)N2CCCCC2)cc1 (stereo unspecified),-0.8,-2.0,-1.0,-8,-1,-30,-4.1,-2,-2
